AHR activator: AHR activators, primary screen, cell-based, luminescence, luciferase reporter, human; 320,000 tested, 2.5% active; AID 2796, 2010; AHR-responsive luciferase reporter cells; activation, % at 5 µM; Aryl hydrocarbon receptor (Homo sapiens), P35869; in the data active = activation above about 47%;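 also: 0% = vehicle wells and 100% = reference agonist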
CIT2-GFP yeast: modulators of CIT2-GFP expression in yeast, primary screen, S. cerevisiae, GFP fusion, multiplex flow cytometry, MLPCN library. S. cerevisiae CIT2-GFP strain, 3 h; 100 means same as DMSO wells. GFP response vs DMSO, % at 10 µM. 320,000 tested, 0.065% active. AID 2029, 2009;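 active = GFP response relative to DMSO above a set limit, near the screen mean plus 3 SD, cut at about 150% in these data; inconclusive = Fewer than 70 cells measured for a yeast strain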;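 also: ratio of well median GFP fluorescence to mean of DMSO wells on the plate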
RPL19A TOR yeast: RPL19A-GFP expression modulators in yeast, primary screen, cell-based, S. cerevisiae, multiplex flow cytometry, MLPCN; S. cerevisiae RPL19A-GFP strain, 3 h; stronger effect = lower value; percent response vs DMSO, % at 10 µM; 330,000 tested, 0.3% active;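 active = percent response vs DMSO below 50%; inconclusive = fewer than 70 events counted for the yeast strain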;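 also: median channel GFP fluorescence of the barcoded RPL19A-GFP strain; ratio of sample median GFP to plate DMSO average so 100% = DMSO; lower means less RPL19A-GFP as with rapamycin TOR inhibition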
LAP4 TOR yeast: modulators of LAP4-GFP expression in yeast, primary screen, S. cerevisiae, multiplex flow cytometry, MLPCN library. 3 h; median GFP as percent of DMSO wells. GFP response vs DMSO, % at 10 µM. 320,000 tested, 0.34% active;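 active = GFP response vs DMSO above a set limit, about the screen mean plus 3 SD, cut at about 150% in these data; inconclusive = under 70 cell events counted for the yeast strain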
MEP2 TOR yeast: modulators of MEP2-GFP levels in yeast, primary screen, S. cerevisiae, multiplex flow cytometry, MLPCN library | AID 2016, 2009 | GFP response vs DMSO, % at 10 µM | 330,000 tested, 0.51% active | S. cerevisiae MEP2-GFP strain, 3 h; 100% = DMSO control level;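 active = GFP response versus DMSO above a set limit, roughly screen mean plus 3 SD, cut at about 180% in these data; inconclusive = fewer than 70 cells counted for a yeast strain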;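 also: median GFP fluorescence of the barcode-gated MEP2-GFP cells per well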
proCasp3 act: activators of human procaspase-3 D3A mutant, primary screen, biochemical, absorbance, PC-3 D3A mutant, single concentration. AID 463141, 2010. recombinant procaspase-3 D3A, Ac-DEVD-pNA absorbance 405 nm. 330,000 tested, 0.11% active. Caspase-3 (Homo sapiens), P42574. activation, % at 8.5 µM;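 active = activation above the mean of all tested compounds plus 3 SD, cut at about 21% in these data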;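 also: 0% = DMSO alone and 100% = DMSO wells spiked with extra 5 µM PC-3 D3A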
Target sequence (P42574 whole entry D9A/D28A/D175A): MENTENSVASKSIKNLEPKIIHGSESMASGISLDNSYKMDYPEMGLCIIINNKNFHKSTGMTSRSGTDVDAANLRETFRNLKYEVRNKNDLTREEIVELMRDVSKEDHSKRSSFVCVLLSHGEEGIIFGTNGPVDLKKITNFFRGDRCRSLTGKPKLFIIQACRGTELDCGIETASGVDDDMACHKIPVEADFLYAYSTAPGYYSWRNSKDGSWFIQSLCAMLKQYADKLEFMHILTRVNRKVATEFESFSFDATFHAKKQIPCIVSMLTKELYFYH
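assay system = Procaspase-3 D3A mutant | signal = absorbance at 405 nm, 0 and 120 min | times = 1 h preincubation plus 2 h reaction at 25 °C | repeats = single replicate | read-out = % activation between DMSO and enzyme-spiked controls | medium = Zinc-free HEPES saline buffer with Triton X-100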
AGP1-GFP MLPCN: modulators of AGP1-GFP expression in yeast TOR pathway, primary screen, cell-based, multiplex flow cytometry, S. cerevisiae, MLPCN library; 3 h; GFP as percent of DMSO wells; GFP response vs DMSO, % at 10 µM; 320,000 tested, 0.02% active;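 active = GFP response relative to DMSO above a set limit, near screen average plus 3 SD, cut at about 150% in these data; inconclusive = fewer than 70 cells counted for the yeast strain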;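 also: median GFP channel fluorescence of the gated AGP1 strain per well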
proCasp7 act: procaspase-7 activators, primary screen, counter-screen for procaspase-3 activator project, biochemical, absorbance, HTS, human. Caspase-7 (Homo sapiens), P55210. recombinant procaspase-7, Ac-DEVD-pNA absorbance 405 nm; D23A/D198A/D206A triple mutant, cannot self-cleave; scale: DMSO 0, 5 µM enzyme 100. activation, % at 8.5 µM. 330,000 tested, 0.093% active. AID 463210, 2010;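 active = percent activation above the screen-wide mean plus 3 SD, cut at about 25% in these data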
Target sequence (P55210 whole entry D23A/D198A/D206A): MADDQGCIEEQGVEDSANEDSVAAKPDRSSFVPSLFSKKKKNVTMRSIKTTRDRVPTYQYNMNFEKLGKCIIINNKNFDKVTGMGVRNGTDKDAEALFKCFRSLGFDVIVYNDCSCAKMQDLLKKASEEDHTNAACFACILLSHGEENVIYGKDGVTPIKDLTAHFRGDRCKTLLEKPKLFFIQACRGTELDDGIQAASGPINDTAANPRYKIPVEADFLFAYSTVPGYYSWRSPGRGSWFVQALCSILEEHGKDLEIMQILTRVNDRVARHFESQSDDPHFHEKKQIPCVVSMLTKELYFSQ
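Assay system: Uncleavable procaspase-7 mutant enzyme | Input: 2 µM procaspase-7 mutant as dispensed | Timing: 1 h compound preincubation, 2 h substrate cleavage, 25 °C | Repeats: One well per compound | Control set: DMSO wells as 0%, DMSO with 5 µM added PC-7 as 100% | Technique: Epi-absorbance of released pNA at 405 nm, two timepoints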
* = called active by the depositor; ? = inconclusive; . = not tested or not shown; [ ] = dose if it differs, or a comment. Rows were taken by chance; about 3.5% have a hit in one of these screens.

SMILES,AHR activator,CIT2-GFP yeast,RPL19A TOR yeast,LAP4 TOR yeast,MEP2 TOR yeast,proCasp3 act,AGP1-GFP MLPCN,proCasp7 act
O=C(O)c1sccc1S(=O)(=O)N1CCN(c2ccc(C(F)(F)F)cn2)CC1,4,104,100,113,95,-11,112,-3
O=C1c2ccccc2C2(c3ccccc3)N1CCN2C(=O)C(Cl)(Cl)Cl (configuration not stated),5,105,110,99,105,-1,102,3
O=C(Cn1cnc2c(cnn2-c2ccc(F)cc2)c1=O)OCc1ccccc1,-1,103,102,102,101,4,102,2
CC(C)C(NC(=O)c1ccc(Cl)cc1)C(=O)NCC1CCCO1 (configuration not stated),0,108,99,103,97,5,101,-2
O=C1CC(c2ccccc2)CN1S(=O)(=O)c1ccccc1 (configuration not stated),-1,101,96,107,103,7,104,6
Cc1ccc(S(=O)(=O)NCCSC(C)(C)C)cc1,-2,104,99,98,102,-3,102,7
Cn1nnnc1NCc1ccc(Cl)c(Cl)c1,0,102,104,97,102,3,96,7
COc1ccc(-c2cc(C(=O)Nc3ccc(Cl)cc3Cl)c3ccccc3n2)cc1OC,9,93,109,115,104,9,105,0
Cc1cc(C(C#N)c2ccc(Cl)cc2)c(Cl)cc1NC(=O)c1cc(I)cc(I)c1O (configuration not stated),2,90,99,110,99,1,91,-3
CCc1nc(SCC(=O)Nc2cc(C)ccc2OC)c2c(C)c(C)sc2n1,4,106,102,107,104,-2,108,1
CCN(CC)C(=O)C1CCCN(c2ncnc3c2cnn3-c2ccc(Cl)cc2)C1 (configuration not stated),-9,85,93,111,90,4,89,-2
CCOC(=O)c1cnc2ccc(Cl)cc2c1Nc1ccc(S(=O)(=O)Nc2ncccn2)cc1,2,97,102,100,103,10,97,-4
Cc1nnsc1C(=O)NC1CCCc2c1cnn2-c1ccc(F)cc1F (configuration not stated),-10,104,114,94,104,-5,102,-3
O=C(O)CCNC(=O)c1ccc(Br)o1,5,116,103,113,101,-5,115,4
Cc1cccc(CN2CCC(n3nccc3NC(=O)c3ccccc3C)CC2)n1,3,107,95,99,103,11,101,9
CC(C)(C)c1ccc2c(c1)OC(C(=O)N/N=C\c1ccc(-c3cccc(C(=O)O)c3)o1)CO2 (configuration not stated),4,95,97,111,95,1,107,-4
ClCc1nc2ccccc2c2ccccc12,9,82,89,77,96,7,85,-2
COc1ccc(COC(=O)C2=C(C)NC(=O)NC2c2ccccc2)cc1 (configuration not stated),14,105,97,92,97,4,99,0
CCN(CC)CC(=O)Nc1scc2c1c(=O)oc1ccccc12,6,106,100,114,98,-8,112,6
CNc1nc2ccccc2n1CC(=O)c1ccccc1,.,84,107,102,107,.,77,.

Going on with the list.
SMILES,AHR activator,CIT2-GFP yeast,RPL19A TOR yeast,LAP4 TOR yeast,MEP2 TOR yeast,proCasp3 act,AGP1-GFP MLPCN,proCasp7 act
CN(C(=O)COc1ccccc1)c1nc(-c2ccc(F)cc2)cs1,2,105,101,101,100,2,103,1
CCCCCc1nnc(N)s1,-1,98,98,92,97,6,103,10
O=C(COC(=O)c1ccc(S(=O)(=O)Nc2ccccc2)cc1)NC1CCCC1,-1,97,99,100,105,1,100,7
O=C(Nc1ccc(F)cc1)NC1CCN(Cc2ccccc2)CC1,-1,103,101,89,107,-1,98,-4
NS(=O)(=O)c1cccc(NC(=O)CCS(=O)(=O)c2ccc(Cl)cc2)c1,0,93,97,110,95,-5,103,13
CSc1ccccc1NC(=O)Cn1nc([N+](=O)[O-])cc1C,2,108,104,108,105,-7,115,1
COc1ccc(-c2ccc(OC(=O)NC3CCS(=O)(=O)C3)cc2)cc1 (configuration not stated),2,72,93,122,92,-1,90,11
Cc1ccc(S(=O)(=O)N2CCCN(c3nc4cc(C)ccc4cc3C#N)CC2)cc1,19,101,100,112,107,-19,110,-16
CCCCc1c(O)c2ccccc2[nH]c1=O,2,98,100,106,103,5,103,-3
CC(=O)Nc1ccc(S(=O)(=O)Oc2ccccc2N2C(=O)C3C4CCC(C4)C3C2=O)cc1 (configuration not stated),9,95,102,78,101,0,86,4
COc1ccc(CCNC(=O)C2CC(c3cccc([N+](=O)[O-])c3)=NO2)cc1 (configuration not stated),9,95,104,118,101,4,97,2
O=C(NC1CCCCC1)C(c1ccco1)N(C(=O)c1csnn1)C1CCCC1 (configuration not stated),0,104,99,100,103,7,98,-8
COCCCn1c2nc3ccccc3nc2c2c(=O)n(CC3CCCO3)cnc21 (configuration not stated),-4,90,94,88,100,-1,93,11
COc1cc(OC)cc(C(=O)Nc2cccc3ccccc23)c1,14,103,101,82,98,3,93,7
COCC(=O)Nc1ncc(S(=O)(=O)c2ccc([N+](=O)[O-])cc2)s1,1,91,94,87,93,3,87,3
NC(=O)C1CCN(C(=O)c2ccc3c(=O)n(Cc4cccc(Br)c4)c(=S)[nH]c3c2)CC1,0,99,94,113,96,3,98,-7
CCOC(=O)c1c[nH]c2c(Cl)ccc(Cl)c2c1=O,5,97,96,101,93,-2,95,5
C/C(=N\NC(=O)c1ccc(-n2cnnn2)cc1)c1ccc(Cl)cc1,1,93,101,110,101,2,102,11
COc1ccc(C(=O)c2c(C)oc3ccc(O)c(CN4CCOCC4)c23)cc1,-1,86,95,89,98,1,95,6
CCCc1nn2c(=O)cc(CSCC(=O)Nc3ccccc3)nc2s1,0,101,95,90,98,-3,95,4

Additional structures follow.
SMILES,AHR activator,CIT2-GFP yeast,RPL19A TOR yeast,LAP4 TOR yeast,MEP2 TOR yeast,proCasp3 act,AGP1-GFP MLPCN,proCasp7 act
CC(=O)Nc1ccc(S(=O)(=O)Nc2nccc(/C=C/c3ccc(Cl)cc3)n2)cc1,5,93,98,94,97,13,90,-10
CN(C)N=Nc1nc2c(c(=O)n(C)c(=O)n2C)n1CC1CO1 (configuration not stated),-1,98,96,107,95,-4,98,8
O=C1c2ccccc2NC(c2cc(Cl)cc(Cl)c2O)N1Cc1cccnc1 (configuration not stated),0,99,102,90,102,-1,92,-2
O=C1C2C3C=CC(O3)C2C(=O)N1CC(O)c1ccccc1 (configuration not stated),-1,104,91,104,99,-34,100,-34
CCOC(=O)Nc1c(O)ccc2oc(C)c(-c3ccccc3)c12,6,87,95,101,96,5,102,-1
COC(=O)C1=C(C)N(CC(C)C)C(=O)C1,0,98,92,91,97,-3,94,5
COCc1cc(=O)n2c([nH]c3ccccc32)c1C#N,19,83,94,92,116,1,27,2
CCOc1ccc2nc(Cl)c(/C=C/C(=O)c3ccco3)cc2c1,1,?,37*[may fluoresce violet],100[may fluoresce violet],507*[may fluoresce violet],-7,.,0
CCOC(=O)N1CCN(C(=O)COC(=O)c2ccc(Cl)nc2)CC1,-1,96,96,94,96,-3,93,-6
CC(=O)Nc1ccc2nc(C3CC3)n(Cc3ccc(Cl)cc3)c(=O)c2c1,11,100,96,100,92,-5,100,4
CCn1c(=O)c(C(=O)NC(C)c2ccccc2)c(O)c2ccccc21 (configuration not stated),.,105,108,97,103,.,105,.
O=C(CSc1nnc(NCc2ccccc2)s1)N1CCOCC1,2,98,99,88,100,0,91,-4
CC1CN(S(=O)(=O)c2ccc(CN3C(=O)c4cccnc4C3=O)s2)c2ccccc2O1 (configuration not stated),2,106,107,109,111,-3,104,-8
Cc1ccccc1-c1nnn(C/C(N)=N/O)n1,-1,103,106,95,108,-3,104,-1
O=C(NCCc1c[nH]c2ccccc12)c1cc2ccccc2oc1=O,3,105,107,102,100,-3,91,8
C[C@H](CO)N1C[C@H](C)[C@@H](CN(C)C(=O)Nc2ccccc2)Oc2ccc(NS(=O)(=O)c3ccc(F)cc3)cc2C1=O,-2,90,100,93,92,-2,92,9
Nc1nnc(CSCc2ccccc2Cl)s1,5,91,102,100,102,-5,96,-1
COc1c(C)cc(C(=O)C2CCCN(C(=O)Cn3nc(C)nc3C)C2)cc1C (configuration not stated),0,120,100,140,118,-6,116,-13
CCc1ccccc1-n1c(-c2ccncc2)n[nH]c1=S,-1,101,96,90,96,-10,102,-2
COc1ccc2cnn(-c3ccc(OC(F)(F)Cl)cc3)c(=O)c2c1OC,-4,91,95,114,100,-2,93,-6

Going on with the list:
SMILES,AHR activator,CIT2-GFP yeast,RPL19A TOR yeast,LAP4 TOR yeast,MEP2 TOR yeast,proCasp3 act,AGP1-GFP MLPCN,proCasp7 act
O=S(=O)(c1ccc2nnn(O)c2c1)N1CCOCC1,-1,94,100,115,100,4,110,5
COc1ccc(S(=O)(=O)Nc2ccc(N3CCOCC3)cc2)cc1,2,103,103,89,105,11,100,7
CC(=O)/C=C/n1c(=S)oc2ccccc21,1,93,94,118,99,-17,95,1
N#Cc1cc2c(nc1SC1CC(=O)N(c3ccccc3)C1=O)CCC2 (configuration not stated),-2,84,94,96,89,-24,87,-2
CC(C)=CCN1CCN(Cc2cnc(N3CCOCC3)s2)CC1CCO (configuration not stated),0,87,95,94,94,-3,93,6
Cc1ccc2c(CN3CCN(CCO)CC3)cc(=O)oc2c1,2,104,96,107,112,3,109,2
COc1ccc(C(=O)Nn2c(CC(C)C)nc3cc(Cl)ccc3c2=O)c(OC)c1,-1,106,102,100,104,9,101,-12
Cc1ccn2c(C(=O)N/N=C\c3ccccc3[N+](=O)[O-])c(C)nc2c1,5,65,110,92,98,2,79,-6
CO/N=C/NC(=O)c1cn(-c2ccc(F)cc2)c(=O)c2ccccc12,-2,101,98,101,97,6,104,13
Cc1ccc(SCCNC(=O)c2ccccc2F)cc1,-6,89,101,103,106,-4,96,-3
C/C(=N/NC(=O)C1CC1(c1ccccc1)c1ccccc1)c1ccco1 (configuration not stated),-2,102,102,102,106,2,100,-14
CC1Cc2ccccc2N1C(=O)COC(=O)c1cc(Br)ccc1O (configuration not stated),3,91,106,110,95,2,109,-7
S=C(Nc1cccc(Br)c1)N1CCn2cccc2C1c1cccnc1 (configuration not stated),8,90,94,102,104,-8,92,-11

One compound at a time (already shown):
COCc1cc(=O)n2c([nH]c3ccccc32)c1C#N as listed: AHR activator: 19; CIT2-GFP yeast: 83; RPL19A TOR yeast: 94; LAP4 TOR yeast: 92; MEP2 TOR yeast: 116; proCasp3 act: 1; AGP1-GFP MLPCN: 27; proCasp7 act: 2
ClCc1nc2ccccc2c2ccccc12 as listed: AHR activator: 9; CIT2-GFP yeast: 82; RPL19A TOR yeast: 89; LAP4 TOR yeast: 77; MEP2 TOR yeast: 96; proCasp3 act: 7; AGP1-GFP MLPCN: 85; proCasp7 act: -2

Screens from PubChem.
